PREPL inh = human PREPL enzyme inhibition | Q4J6C6 | recombinant PREPL, fluorescence polarization activity-based probe | inhibition, % at 5.96 µM | hit rate 0.68% among 320,000; in the data active = inhibition above about 43%;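 note: 0% = enzyme with DMSO and 100% = wells lacking enzyme; many of its hits are not listed in these tables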
Fh CTSL1 inh = cathepsin L1 inhibition, PFM18AAP counter-screen | inhibition, % at 5.96 µM | hit rate 0.49% among 300,000 | recombinant F. hepatica cathepsin L1, Z-Leu-Arg-MCA fluorescence;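 active = inhibition above the mean of all tested compounds plus 3 SD, set per screening campaign, cut at about 17% in these data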;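 note: 0% = plate median of test compound wells and 100% = 1 µM Z-Phe-Ala-diazomethylketone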
PP5 primary = inhibitors of human protein phosphatase 5 (PP5); hit rate 0.18% among 320,000; inhibition, % at 6.7 µM; P53041; purified PP5c, OMFP substrate fluorescence; AID 1987;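 active = inhibition above the campaign's mean inhibition across all tested compounds plus 3 SD, cut at about 9.5% in these data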;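 note: 0% = DMSO only and 100% = 100 µM cantharidin control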
Target sequence (P53041 whole entry, looked up): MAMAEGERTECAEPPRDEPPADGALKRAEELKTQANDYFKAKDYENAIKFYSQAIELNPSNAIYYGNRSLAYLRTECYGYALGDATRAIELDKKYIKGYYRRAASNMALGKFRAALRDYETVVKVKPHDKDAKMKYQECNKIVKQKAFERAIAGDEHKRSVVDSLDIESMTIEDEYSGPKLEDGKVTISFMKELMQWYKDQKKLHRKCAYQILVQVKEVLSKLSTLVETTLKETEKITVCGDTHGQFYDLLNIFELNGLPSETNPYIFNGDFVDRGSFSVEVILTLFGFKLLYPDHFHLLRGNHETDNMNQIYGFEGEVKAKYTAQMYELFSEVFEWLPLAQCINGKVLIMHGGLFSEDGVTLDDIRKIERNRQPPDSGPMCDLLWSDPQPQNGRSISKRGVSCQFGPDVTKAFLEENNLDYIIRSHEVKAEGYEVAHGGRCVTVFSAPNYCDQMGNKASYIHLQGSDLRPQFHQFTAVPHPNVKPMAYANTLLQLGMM
JMJD2C inh = blocks human GASC-1 demethylase activity | inhibition, % at 2.35 µM | Q9H3R0 | GST-JMJD2C(1-420) H3K9me3 demethylation, DELFIA europium | hit rate 0.069% among 330,000;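 active = more than half of a compound's replicate wells show inhibition beyond 50%, single wells judged on their own value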;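 note: signal counts dimethyl H3K9 product captured on neutravidin plate; 0% = median of DMSO wells and 100% = 0.3 times that DMSO median; strong numbers were not always called active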
core dimer inh = blocks dimerization of HCV core protein. AID 1899. hit rate 0.33% among 300,000. TR-FRET GST/Flag-core106 dimerization, 1536-well. inhibition, % at 5 µM;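 active = inhibition above the mean of all tested compounds plus 3 SD, set per screening campaign, cut at about 45% in these data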
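assay system = GST-tagged and Flag-tagged HCV core protein residues 1-106 | controls = unlabelled core106 and no-GST-core106 wells | incubation = compound-protein-antibody incubation 4 h at 22.5 °C | probe or stimulus = Eu donor and XL665 acceptor anti-tag antibodies | read-out = % inhibition based on acceptor/donor emission ratio | signal = TR-FRET 671 and 617 nm emission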
LYPLA2 inh = counter-screen for PME1 inhibitors: inhibitors of human LYPLA2 | O95372 | recombinant LYPLA2, FP-Rh probe fluorescence polarization | inhibition, % at 5.9 µM | hit rate 0.38% among 320,000;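 active = inhibition above the screen-wide mean plus 3 SD, limit set per campaign, cut at about 26% in these data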;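 note: 0% = LYPLA2 with DMSO and 100% = wells lacking LYPLA2 enzyme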
Target sequence (O95372 whole entry, looked up): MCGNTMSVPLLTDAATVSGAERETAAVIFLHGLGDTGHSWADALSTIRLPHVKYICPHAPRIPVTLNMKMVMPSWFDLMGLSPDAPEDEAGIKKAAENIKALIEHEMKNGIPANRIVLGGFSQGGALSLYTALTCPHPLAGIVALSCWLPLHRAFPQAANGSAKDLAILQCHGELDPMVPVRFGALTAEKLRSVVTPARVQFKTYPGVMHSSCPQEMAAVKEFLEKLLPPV
TPT1 inhibitor = blocks Candida albicans tRNA 2'-phosphotransferase; inhibition, % at 5 µM; hit rate 0.81% among 300,000; recombinant caTPT1, FP RNA substrate dephosphorylation;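 active = inhibition above the mean of all tested compounds plus 3 SD, set per screening campaign, cut at about 24% in these data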;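 note: plate controls were DMSO alone for no effect and ferristatin control at 100 nM for full effect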
Efflux pump mplx = antifungal efflux pump inhibition, Nile Red retention; S. cerevisiae Candida pump triplex; inhibition, % at 10 µM; hit rate 0.44% among 330,000; AID 485275;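 active = plate passing quality check with inhibition over a set limit, or well fluorescence over plate mean plus 4 SD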;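 note: Nile Red retained in pooled yeast measured as flow cytometry median fluorescence; 0% = buffer negative control and 100% = Enniatin B positive control; higher means more Nile Red kept so more efflux inhibition; some compounds called inactive have numbers as strong as hits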
PP1 counter = blocks human PP1-alpha phosphatase, a PP5 counter-screen; inhibition, % at 6.7 µM; P62136; hit rate 0.9% among 320,000; purified PP1alpha, OMFP fluorescence;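 active = inhibition above the mean inhibition of all tested compounds plus 3 SD, computed separately for each screening campaign, cut at about 15% in these data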
Target sequence (P62136 whole entry, looked up): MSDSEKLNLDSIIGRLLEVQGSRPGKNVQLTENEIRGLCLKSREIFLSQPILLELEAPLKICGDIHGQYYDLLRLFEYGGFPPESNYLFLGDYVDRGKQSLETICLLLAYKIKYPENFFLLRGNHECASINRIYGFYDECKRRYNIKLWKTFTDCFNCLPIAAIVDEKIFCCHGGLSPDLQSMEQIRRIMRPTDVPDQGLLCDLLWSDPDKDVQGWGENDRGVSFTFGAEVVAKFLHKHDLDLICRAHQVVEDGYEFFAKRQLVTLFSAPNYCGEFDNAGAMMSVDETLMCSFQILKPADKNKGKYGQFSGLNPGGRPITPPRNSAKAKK
* marks the source's active call; other numbers are inactive results; / = no result given; & = joins results of further samples.

SMILES	PREPL inh	Fh CTSL1 inh	PP5 primary	JMJD2C inh	core dimer inh	LYPLA2 inh	TPT1 inhibitor	Efflux pump mplx	PP1 counter
O=C(CSc1nc(C2CC2)nc2ccccc12)N1c2ccccc2Sc2ccc(C(F)(F)F)cc21	12.8	0.8	2.4	-6.6	4.6	0.7	2.2	-0.1	8.0
CC(CC(=O)N(C)C1CCCCC1)S(=O)(=O)c1ccc2c(c1)NC(=O)CO2 (stereo not given)	16.1	2.8	-0.6	1.8	-0.5	7.2	-1.2	-0.1	-1.2
COc1ccc2cc(C(N)=O)c(=Nc3ccc(C)cc3)oc2c1	8.4	2.1	1.2	-2.4	0.1	5.3	-3.9	0.1	3.5
O=C(Nc1ccc(NC(=O)c2cccs2)cc1)c1cccnc1	9.6	-1.9	-3.4	-1.4	-2.5	-1.2	-0.1	0.2	4.5
CCCCn1c(CCC(=O)O)nc2cc(S(=O)(=O)N(CC)CC)ccc21	-39.1	4.3	2.9	10.0	2.5	-53.4	6.8	0.1	6.1
COc1ccc(Cc2nnc(NC(=O)c3ccco3)s2)cc1OC	-1.2	-0.6	-0.6	2.0	0.5	-2.1	-4.1	-0.2	-0.2
Cc1cccc(NC(=O)C2CCCN(C(=O)Nc3ccc(F)cc3)C2)c1C (stereo not given)	-9.3	-1.1	0.0	1.0	2.4	1.3	-4.6	-0.1	0.3
CC(C)(C)c1ccc(N2C(=O)Cc3c2nc(N)c(C#N)c3N)cc1	7.9	-0.7	-1.4	-2.4	1.8	-1.0	-0.2	-0.1	1.3
COc1cc(/C=N/N=C(\N)c2nonc2N)cc(OC)c1OC	-9.3	3.3	1.8	4.6	-2.7	-5.0	-0.8	0.0	-1.1
O=C(c1cccs1)N1CCN(C(=O)C2CCCO2)CC1 (stereo not given)	6.8	-1.3	-1.5	3.2	0.8	-1.4	-5.2	-0.1	-6.8

One compound at a time (already shown). Order of values: PREPL inh, Fh CTSL1 inh, PP5 primary, JMJD2C inh, core dimer inh, LYPLA2 inh, TPT1 inhibitor, Efflux pump mplx, PP1 counter
Profile of CCCCn1c(CCC(=O)O)nc2cc(S(=O)(=O)N(CC)CC)ccc21 = -39.1, 4.3, 2.9, 10.0, 2.5, -53.4, 6.8, 0.1, 6.1
Profile of O=C(c1cccs1)N1CCN(C(=O)C2CCCO2)CC1 (stereo not given) = 6.8, -1.3, -1.5, 3.2, 0.8, -1.4, -5.2, -0.1, -6.8
Profile of O=C(CSc1nc(C2CC2)nc2ccccc12)N1c2ccccc2Sc2ccc(C(F)(F)F)cc21 = 12.8, 0.8, 2.4, -6.6, 4.6, 0.7, 2.2, -0.1, 8.0

The list goes on:
SMILES	PREPL inh	Fh CTSL1 inh	PP5 primary	JMJD2C inh	core dimer inh	LYPLA2 inh	TPT1 inhibitor	Efflux pump mplx	PP1 counter
Cc1cc(SC2CCOC2=O)nc2ccccc12 (stereo not given)	-9.0	-1.1	-1.3	-2.4	-0.2	-0.2	2.2	0.1	-6.7
CCO[C@@H]1OC(C(=O)Nc2ccccc2)=C[C@H](C2CC2)[C@H]1CCCO	-0.3	-2.1	0.8	0.0	-6.2	-2.9	-4.0	/	-0.5
N#C/C(=C\Nc1ccccc1O)c1nc2ccccc2o1	48.3*	2.2	7.9	-0.6	-5.0	-7.5	2.6	-0.1	2.3
CN(CC(=O)Nc1cccc(Cl)c1)S(=O)(=O)c1ccc2c(c1)n(C)c(=O)c(=O)n2C	4.1	-5.7	-5.2	-5.9	-10.2	-4.0	-3.7	0.1	-1.2
Cc1c(NC(=O)c2ccc3c(c2)OCO3)c(=O)n(-c2ccccc2)n1C	1.7	-1.2	-0.1	0.2	-8.1	0.7	-0.6	-0.2	-2.2
CCOC(=O)c1ccc(CN(Cc2ccc(C)cc2)S(=O)(=O)c2cccc([N+](=O)[O-])c2)cc1	-5.8	1.0	-1.2	-1.4	-2.8	-7.0	-0.3	0.2	-2.5
COc1ccc(C#Cc2c(-c3ccsc3)oc3ccc(N4CCOCC4)cc23)cc1	28.4	0.8	-0.2	8.2	-33.6	-4.0	0.6	-0.1	4.5
CCc1ccccc1NC(=O)NC1CC2CCC(C1)N2Cc1cccs1 (stereo not given)	11.1	4.5	2.4	0.4	-0.8	3.3	-3.3	-0.1	8.4
CC1(C)Cc2c(c(N3CCOCC3)nc3sc(C(=O)Nc4cccc(Cl)c4)c(N)c23)CO1	7.7	-0.3	0.6	7.6	-3.2	-0.3	0.2	0.1	1.6
O=C(NCc1ccco1)c1nn2c(C(F)(F)F)cc(-c3cccs3)nc2c1Cl	10.0	0.7	1.4	-1.4	9.2	-1.9	7.1	-0.1	4.7
N=C1SC(CC(=O)Nc2ccc([N+](=O)[O-])cc2)C(=O)N1c1ccccc1 (stereo not given)	-18.3	3.4	1.3	-7.2	1.7	9.1	2.8	0.2	-0.6
CCCCn1c(N)c(N(Cc2ccccc2OC)C(=O)c2c(CC)noc2C)c(=O)[nH]c1=O	-4.0	-3.4	0.8	-13.6	-3.1	1.4	-2.3	0.0	-2.0
CC(C)CC(C(=O)OCC(=O)Nc1cccc(Cl)c1)N1C(=O)C2CC=CCC2C1=O (stereo not given)	21.2	21.7*	4.3	6.7	0.6	3.7	0.3	2.7*	1.9
COC(=O)CS(=O)(=O)c1nnc([C@H](Cc2ccccc2)NC(=O)OC(C)(C)C)o1	-0.1	24.0*	0.1	7.7	-1.1	-1.0	2.5	-0.1	1.6
COc1ccc(CCN2CC(O)=C(c3nc(C)cs3)C2=N)cc1OC	7.6	1.6	0.0	-4.0	-3.5	5.7	2.6	0.0	-3.4
O=C(Nc1nnc(SCc2c(Cl)cccc2Cl)s1)c1ccc2ncsc2c1	3.0	0.6	0.4	12.7	3.1	-9.3	2.8	0.1	1.0
CC(C)C(=O)NC(=S)Nc1ccccc1F	14.8	-0.9	-1.3	-5.3	-1.5	1.2	0.6	-0.1	-4.4
Cc1nn(C)cc1S(=O)(=O)Nc1ccc2c(c1)OCCO2	-4.5	2.6	2.8	2.3	-1.6	1.2	-2.3	0.0	1.2
Cc1ccc(CNC(=O)C(=O)NCC2OCCN2C(=O)c2cccs2)cc1 (stereo not given)	-3.0	1.2	-0.8	-9.8	1.4	-7.4	-0.8	0.0	0.1
Cc1cc(N2CCOCC2)nc2ccc(NC(=S)NCc3ccc4c(c3)OCO4)cc12	21.9	1.2	1.4	5.2	8.5	-2.6	1.1	-0.2	2.1
CCSc1nnc(NC(=O)C2Cc3ccccc3CN2S(=O)(=O)CC)s1 (stereo not given)	4.8	1.4	1.0	-3.5	49.0*	-0.5	3.5	0.5	5.0
O=C(NCCN1CCOCC1)c1ccc2c(c1)N(Cc1ccccc1)CCS2	19.1	-2.2	0.9	-8.5	-0.6	-4.8	-2.2	0.7	-8.7
C=CCn1c(SCc2ccc(Cl)cc2)nc2cc(C(=O)N3CCC(C(N)=O)CC3)ccc2c1=O	-2.4	-1.6	-1.2	4.0	5.9	-2.4	1.1	-0.2	-1.3
CN(Cc1ccno1)C(=O)CC1C(=O)NCCN1CC(c1ccccc1)c1ccccc1 (stereo not given)	-1.2	0.6	-0.9	7.9	0.0	1.8	-0.6	0.0	5.2
Cc1ccc(-c2csc(NC(=O)c3cccc([N+](=O)[O-])c3C(=O)O)n2)cc1	4.0	-3.0	-2.5	2.0	1.1	-2.9	5.0	0.0	-7.3
CN(Cc1cccnc1)Cc1cn(C)nc1-c1cccc(Cl)c1	2.2	1.0	3.2	3.5	3.4	4.3	2.2	0.0	-0.1
CCc1nc2ccccc2nc1N1CCN(S(=O)(=O)c2ccccc2)CC1	-29.0	-2.3	2.5	6.6	13.3	4.0	1.8	0.2	-0.8
O=C(CNc1ccccc1OC(F)F)N1CCc2ccccc21	11.3	7.0	2.1	-1.0	6.5	4.5	5.5	0.3	-2.3
C=C(NC(=O)C(=C)NC(=O)c1csc(C2=NC3c4csc(n4)C4NC(=O)c5csc(n5)C([C@@](C)(O)C(C)O)NC(=O)C5CSC(=N5)/C(=C\C)NC(=O)C(C(C)O)NC(=O)c5csc(n5)[C@]3(CC2)NC(=O)C(C)NC(=O)C(=C)NC(=O)C(C)NC(=O)C(C(C)CC)NC2C=Cc3c(C(C)O)cc(nc3C2O)C(=O)OC4C)n1)C(N)=O (stereo not given in full)	1.4	2.3	0.6	/	69.6*	-63.1	2.5	1.1*	7.8
O=C(Nc1ccccc1)Nc1scc2c1c(=O)oc1ccccc12	-6.7	-0.5	-2.3	-5.3	20.3	-4.0	0.6	0.0	0.8
Cc1ccc(CNc2ccc3c(c2)ncn3C)cc1	10.2	-4.5	3.0	-4.1	-12.4	-1.7	-1.6	0.3	-8.1
CC(C)c1ccc(NC(=O)NCc2ccccn2)cc1	3.6	-0.5	0.8	19.4	-5.8	27.9*	-2.4	1.3	-1.1
Cc1ccc(S(=O)(=O)N(C)C)cc1NC(=O)COC(=O)Cc1cccs1	-8.7	-5.3	-0.9	-4.7	2.4	-9.8	-1.6	0.0	-5.8
C#CCOc1ccc(/C=C2/C(=O)ON=C2C)cc1Br	2.8	-1.2	1.6	-19.4	9.6	-1.2	0.7	0.0	2.1
COc1ccc(/C=N/NC(=O)c2ccco2)cc1COc1ccc(F)cc1	-31.2	-1.2	4.0	-26.5	-1.7	-8.4	-0.6	-2.2	1.1
COc1cccc(CC2(CO)CCCN(Cc3ccc(C)s3)C2)c1 (stereo not given)	20.0	2.2	-2.9	-2.6	-1.8	7.3	0.1	0.0	0.5
CC(C)CNC(=O)C(=O)NC1CCCC1	-0.6	-0.7	-2.7	-5.3	-1.8	-3.1	-8.4	-0.1	0.9
COCCn1c(C)cc(C(=O)CSc2nnc(-c3cccnc3)n2-c2ccccc2F)c1C	2.3	-1.5	-3.9	-5.7&1.1	13.0	-4.5	8.7	0.0	5.6
COc1ccc(NC(=O)COC(=O)c2ccc(OCc3ccc(Cl)cc3Cl)c(OC)c2)c(OC)c1	10.6	0.6	-0.9	-1.6	1.4	11.0	-1.3	-0.2	1.8
Cc1cc(C)n2nc(C(F)(F)F)c(-c3ccccc3)c2n1	1.0	5.0	1.5	17.0	-2.5	1.5	-1.3	0.2	-0.5
O=C(Nc1ccccc1)C1CCCN1C(=O)Nc1ccccc1[N+](=O)[O-] (stereo not given)	7.7	-0.6	0.6	49.9	-3.0	3.8	-1.2	0.1	-1.6
Cc1ccc(/C=C/C(=O)c2ccc(N3CCOCC3)cc2)s1	7.9	-1.3	4.5	1.8	11.6	-5.3	19.3	0.0	-2.7
CC(=O)Nc1ccc(C(=O)NNC(=O)CCc2ccccc2)cc1	6.3	-1.2	-0.3	-4.8	2.3	-8.8	-0.8	-0.1	-2.8
CC1CCN(C(=O)COc2coc(CN3CCc4ccccc43)cc2=O)CC1	29.9	2.0	4.3	-18.9	-5.1	-1.4	0.5	-0.1	-13.8
CCOc1cc2nc(-c3ccc(OC)c(OC)c3)nc(N3CC(C)OC(C)C3)c2cc1OC (stereo not given)	3.0	5.6	0.2	-29.1	4.2	-6.7	0.5	-0.1	0.4
Cc1cc(=O)nc2c3ccccc3n(CC(=O)NC3CCCCC3)n12	12.9	6.6	-6.2	6.8	-19.1	2.9	0.1	0.1	-8.8
COc1ccc2nc(C)cc(N/N=C/c3ccc(F)cc3)c2c1	23.4	0.7	2.8	-6.2	1.7	0.6	1.4	0.0	5.8

High-throughput results from PubChem.

These rows are one share of the data; rates above refer to the full screens.
